Nrf2 block: Nrf2 qHTS screen for inhibitors; A549 ARE-Fluc reporter, luciferase luminescence, 18-24 h; Potency, µM (doses to about 46 µM), without a hit: top-dose activity change, negative = inhibition, most hits filed as inhibitors; actives 2.1% (n = 360,000); AID 504444, 2011; further: on the % scale 0 is the no-effect control and ±100 the full control effect; nearly all actives have a fitted effect of over 60% in size
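Cells were seeded and rested 2 h, then exposed to compounds for 18-24 h. CellTiter-Fluor was read first as a viability measure. BugLite was added 15 min before the final luminescent read of ARE-luciferase activity in A549 cells.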
MCF10A rereplic: A quantitative high throughput screen for small molecules that induce DNA re-replication in MCF 10a normal breast cells. MCF 10A DNA re-replication, Hoechst nuclear intensity, 48 h. Potency, µM (top dose mostly 46.1 µM), for the others: top-dose activity, positive = re-replication, usual class: activators. actives 2.9% (n = 350,000). AID 624296, 2012; further: % of control where 0% means no effect; nearly all actives have a fitted effect of over 50% in size
EPAC2 antagonist: qHTS for Antagonist of cAMP-regulated guanine nucleotide exchange factor 2 (EPAC2): primary screen; EPAC2 GEF exchange of Rap1B-BODIPY-GDP, fluorescence; Potency, µM (top dose mostly 114 µM), without a hit: at the top dose activity, negative = inhibition, actives largely listed as inhibitors; actives 0.18% (n = 360,000); Rap guanine nucleotide exchange factor 4 (Homo sapiens), Q8WZA2; AID 720708, 2013; further: on the % scale 0 is the no-effect control and ±100 the full control effect; nearly all actives have a fitted effect of over 45% in size; many of its hits are not listed in these tables
Target sequence (Q8WZA2 whole entry, looked up): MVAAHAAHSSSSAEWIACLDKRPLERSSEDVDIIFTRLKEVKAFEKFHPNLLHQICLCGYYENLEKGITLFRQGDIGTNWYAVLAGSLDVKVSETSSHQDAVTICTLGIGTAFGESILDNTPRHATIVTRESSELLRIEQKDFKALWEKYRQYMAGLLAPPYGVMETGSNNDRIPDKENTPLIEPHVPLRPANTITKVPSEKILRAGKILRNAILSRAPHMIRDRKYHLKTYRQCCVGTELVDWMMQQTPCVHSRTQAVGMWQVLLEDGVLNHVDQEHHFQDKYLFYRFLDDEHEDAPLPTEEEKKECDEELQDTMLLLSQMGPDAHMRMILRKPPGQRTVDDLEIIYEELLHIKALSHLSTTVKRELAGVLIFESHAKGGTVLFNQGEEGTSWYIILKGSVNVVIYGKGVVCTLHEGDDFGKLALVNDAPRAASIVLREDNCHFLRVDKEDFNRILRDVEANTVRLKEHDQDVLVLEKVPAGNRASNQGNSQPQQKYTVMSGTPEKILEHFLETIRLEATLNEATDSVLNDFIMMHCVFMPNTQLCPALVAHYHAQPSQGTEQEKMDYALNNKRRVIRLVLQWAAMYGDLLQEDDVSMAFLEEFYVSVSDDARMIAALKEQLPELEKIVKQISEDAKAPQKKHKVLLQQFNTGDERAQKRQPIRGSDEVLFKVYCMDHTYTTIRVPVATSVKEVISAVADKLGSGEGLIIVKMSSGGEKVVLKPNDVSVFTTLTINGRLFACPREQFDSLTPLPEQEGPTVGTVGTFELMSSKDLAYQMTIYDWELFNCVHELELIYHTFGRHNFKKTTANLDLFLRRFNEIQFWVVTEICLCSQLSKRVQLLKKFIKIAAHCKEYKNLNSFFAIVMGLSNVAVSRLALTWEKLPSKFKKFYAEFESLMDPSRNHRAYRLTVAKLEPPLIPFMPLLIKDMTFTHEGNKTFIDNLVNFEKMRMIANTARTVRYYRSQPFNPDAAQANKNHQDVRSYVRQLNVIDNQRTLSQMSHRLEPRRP
HepG2 viability: qHTS for Inhibitors of TGF-b: Cytotox Counterscreen | AID 588856, 2011 | HepG2 CAGA-GFP viability, ATP luminescence, 18 h | Potency, µM (titrated, usually from 46.1 µM), for the others: top-dose activity change, negative = cytotoxicity, hits mostly cytotoxic | actives 0.76% (n = 410,000); further: some results filed as inactive show a strong effect at the top dose
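CellTiter-Glo luminescence gave cytotoxicity after 18 hours at 37 degrees C. The cells were HepG2 CAGA-GFP in 1% FBS DMEM, stimulated with 500 pg/mL TGF-beta after compound addition. %Activity was normalised to no-cell wells (complete cell-killing) and DMSO (no toxicity), and curves were fitted and classified.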
A549 viability: Nrf2 qHTS screen for inhibitors: counterscreen for cytotoxicity. A549 ARE-Fluc cells, CellTiter-Fluor viability, 18-24 h. Potency, µM (titrated, usually from 46 µM), without a hit: at the highest dose activity change, negative = cytotoxicity, hits mostly inhibitors. actives 0.16% (n = 390,000). AID 504648, 2011; further: on the % scale 0 is the no-effect control and ±100 the full control effect
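Cytotoxicity counterscreen: CellTiter-Fluor fluorescence was measured in A549 ARE_Fluc cells after 18-24 h of compound exposure in a concentration series. The subsequent BugLite luminescent read reports ARE-luciferase activity.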
ATXN2 expr inh: Primary qHTS for Inhibitors of ATXN expression. HEK-293 ATXN2-luciferase reporter, luminescence, 24 h. Potency, µM (highest dose often 57 µM), for inactives: at the top dose activity change, negative = inhibition, most hits filed as inhibitors. actives 0.72% (n = 360,000). AID 1745845, 2022; further: on the % scale 0 is the no-effect control and ±100 the full control effect; nearly all actives have a fitted effect of over 55% in size
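qHTS (up to 57 uM final) was run with 24 h compound exposure of reporter cells at 37 °C. Each well was multiplexed: SteadyGlo luminescence measured ATXN2-luciferase expression after a fluorogenic Gly-Phe-AFC viability readout (25 uM final).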
ATXN viability: Viability Counterscreen for Primary qHTS for Inhibitors of ATXN expression; S2 cells (HEK-293 line with an ATXN2-luciferase reporter) viability, CellTiter-Fluor protease fluorescence, 24 h; Potency, µM (doses to about 56.7 µM), hits mostly cytotoxic; actives 0.49% (n = 400,000); AID 651635, 2014; further: nearly all actives have a fitted effect of over 40% in size
TGFb SMAD3 inh: qHTS for Inhibitors of TGF-b. HepG2 CAGA-GFP TGF-b/SMAD3 reporter, GFP fluorescence, 18 h; TGF-beta stimulated, 500 pg/mL final. Potency, µM (doses to about 46.1 µM), for the others: at the top dose activity, negative = inhibition, most hits filed as inhibitors. AID 588855, 2011. actives 1.2% (n = 410,000); further: on the % scale 0 is the no-effect control and ±100 the full control effect; nearly all actives have a fitted effect of over 65% in size
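Read-out: total well GFP (ex488/em500-530) summed from mean per-cell fluorescence. Cells: HEPG2 CAGA-GFP, 1% FBS DMEM, 18 h at 37 degrees C with 500 pg/mL final TGF-beta. Unstimulated wells served as the full-inhibition control; stimulated DMSO wells = 0%.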
Nrf2 activator: qHTS of Nrf2 Activators. AREc32 ARE-luciferase reporter (MCF7-derived line), luminescence, 24 h. actives 0.31% (n = 410,000). Potency, µM (series often up to 46.1 µM), inactives show at the top dose activation, most hits filed as activators; further: % of control where 0% means no effect; nearly all actives have a fitted effect of over 65% in size
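Luminescent ARE reporter assay in AREc32_Fluc cells: overnight plating at 37 deg C, 24 hr compound incubation, Steady-Glo added, 30 min RT before reading.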
* marks the source's active call; other numbers are inactive results; i = inactive; ? = inconclusive; · = not tested or not shown. The call rests on the fitted dose curve; in most records, active means well fitted curve in the direction sought with a large enough effect; inconclusive means small, poorly fitted or top-dose-only effect, or another doubt; inactive means no such curve, though single readings can be large; an effect the other way counts as inactive or inconclusive. Potency means the concentration at half of the fitted maximal effect. This is a subset; count on the stated rates, not on these rows.

entry | structure | Nrf2 block | MCF10A rereplic | EPAC2 antagonist | HepG2 viability | A549 viability | ATXN2 expr inh | ATXN viability | TGFb SMAD3 inh | Nrf2 activator
1 | CC(=O)Nc1ccc(S(=O)(=O)NNC(=O)c2sc(=S)n(C)c2C)cc1 | 8% | -3% | 11% | 7% | -1% | -3% | i | -3% | 1.7%
2 | CC(C(=O)NC1C=CS(=O)(=O)C1)N1C(=O)/C(=C/c2cccc(Cl)c2)SC1=S (configuration not stated) | 2% | ? | 4% | -15% | -1% | -1% | i | -18% | ?
3 | Cc1ccc(C(=O)NC2=NC(c3ccc(C)cc3)CC(=O)N2)cc1 (configuration not stated) | 7% | · | · | -11% | 15% | · | · | -5% | -0.2%
4 | CN(C)c1nnnn1Cc1ccc(Cl)cc1Cl | 0% | -8% | -2% | -16% | -3% | 2% | i | -6% | 0.2%
5 | Cc1cc(C)nc(SCC(=O)Nc2ccc(S(=O)(=O)Nc3onc(C)c3C)cc2)n1 | -1% | -7% | -2% | 36% | -1% | -1% | i | 15% | -1.1%
6 | Cn1c(O)c(/C=C2\C=NN=C2c2ccccc2)sc1=S | 11% | -4% | -2% | -39% | -1% | ? | ? | ? | 7.3%
7 | COc1ccc(NC(=S)NCc2cccn2C)cc1 | 2% | -2% | 4% | -2% | 1% | 0% | i | -19% | 0.2%
8 | COC(=O)[C@]1(C)N[C@H](c2ccc(SC3CCCCC3)cc2)[C@@H]2C(=O)N(C)C(=O)[C@@H]21 | -6% | -11% | -8% | -4% | -6% | 6% | i | 4% | 0.6%
9 | CCc1ccc(NC(=O)C2CC(=O)N=C(N)S2)cc1 (configuration not stated) | 12% | -5% | 5% | 7% | -5% | 3% | i | 6% | -0.7%
10 | COc1cccc(NC(=O)[C@H](C)NC(=O)N2CCn3c2nc2ccccc23)c1 | 0% | 3% | -5% | -1% | -1% | 3% | i | -4% | 2.2%
11 | CCOC(=O)c1ccc(NC(=O)NCc2ccccc2)cc1 | 0% | -23% | -3% | -6% | 1% | 6% | i | -12% | 2.1%
12 | N#CC1=C(N)C(C#N)(C#N)[C@H](c2ccncc2)[C@H]2CC3(CC=C12)OCCO3 | · | -4% | -2% | -9% | 14% | -3% | i | 0% | 0.2%

Compound profiles (already shown):
CCc1ccc(NC(=O)C2CC(=O)N=C(N)S2)cc1 (configuration not stated) reads Nrf2 block: 12%; MCF10A rereplic: -5%; EPAC2 antagonist: 5%; HepG2 viability: 7%; A549 viability: -5%; ATXN2 expr inh: 3%; ATXN viability: i; TGFb SMAD3 inh: 6%; Nrf2 activator: -0.7%
N#CC1=C(N)C(C#N)(C#N)[C@H](c2ccncc2)[C@H]2CC3(CC=C12)OCCO3 reads Nrf2 block: ·; MCF10A rereplic: -4%; EPAC2 antagonist: -2%; HepG2 viability: -9%; A549 viability: 14%; ATXN2 expr inh: -3%; ATXN viability: i; TGFb SMAD3 inh: 0%; Nrf2 activator: 0.2%

Going on with the list:
entry | structure | Nrf2 block | MCF10A rereplic | EPAC2 antagonist | HepG2 viability | A549 viability | ATXN2 expr inh | ATXN viability | TGFb SMAD3 inh | Nrf2 activator
13 | O=C1c2ccccc2C(Nc2ccc(Cl)cn2)N1c1ccccn1 (configuration not stated) | -6% | 4% | ? | -20% | 1% | -19% | i | -4% | 2.5%
14 | O=C(Cc1ccc(Cl)cc1)c1c[nH]c(C(=O)NCc2cccnc2)c1 | -10% | 12% | 2% | 7% | 3% | · | 2.5µM* | -28% | 0.3%
15 | COc1cccc(CNC(=O)c2ccncc2)c1 | -9% | 0% | -8% | 3% | 5% | 2% | i | 0% | -0.7%
16 | COc1cccc(C(=O)O/N=C(\N)c2ccc(C)cc2)c1 | ? | -1% | -9% | 2% | -5% | · | ? | ? | -0.2%
17 | COc1ccc(N2CCN(Cc3nc4c(c(=O)n(C)c(=O)n4C)n3Cc3ccccc3C)CC2)cc1 | -10% | -2% | 0% | -8% | 3% | 1% | i | -2% | -0.6%
18 | COc1ccc(CN2CCCCC2C)cc1C (configuration not stated) | -14% | 7% | 5% | 2% | -12% | 2% | i | 9% | 0.1%
19 | O=C(CSc1nc2ncc(Cl)cc2[nH]1)Nc1ccccc1-c1ccccc1 | ? | ? | -20% | -22% | ? | -21% | i | ? | 0.8%
20 | Cc1ccc2nc(Cl)c3cc(C(=O)NCCCN(C)Cc4ccccc4)sc3c2c1 | 1% | · | · | 13µM* | -11% | · | · | ? | 9.4%
21 | O=C(NC1CC1)C1=C[C@H](c2c[nH]c3ccccc23)C[C@H](OCCCCO)O1 | -1% | 0% | 0% | -5% | -3% | 7% | i | 0% | -0.4%
22 | Cn1cccc1/C=C1\SC(=S)N(NC(=O)c2ccccc2O)C1=O | -1% | -6% | 6% | -15% | -8% | -11% | i | -24% | 0.4%
23 | CCN1C(=O)CC(c2ccccc2)CC1=O | -16% | -1% | 9% | 0% | -1% | -7% | i | -10% | -0.1%
24 | O=C(COC(=O)c1cc([N+](=O)[O-])ccc1NCc1ccccc1)NCc1ccccc1Cl | 10% | -6% | -2% | 2% | 0% | 24% | i | -15% | -0.7%

Next section:
entry | structure | Nrf2 block | MCF10A rereplic | EPAC2 antagonist | HepG2 viability | A549 viability | ATXN2 expr inh | ATXN viability | TGFb SMAD3 inh | Nrf2 activator
25 | CC(=O)Nc1ccc2nc(SCCOc3ccc(C)cc3)sc2c1 | 7% | · | · | -1% | 7% | -6% | i | -2% | 1.1%
26 | Cc1ccc(Cn2nc(C)c(NC(=O)CSc3nc4c(c(C(F)(F)F)n3)CCc3ccccc3-4)c2C)cc1 | 9% | ? | 9% | 4% | -4% | ? | · | 0% | 0.2%
27 | Cc1ccc(S(=O)(=O)NN(Cc2ccccc2)Cc2ccccc2)cc1 | · | · | -2% | -25% | · | · | i | -13% | -0.8%
28 | CC(=O)N1CCN(C(=O)c2c(-c3ccccc3)noc2C)CC1 | 6% | 14% | 0% | 0% | 0% | 5% | i | 9% | 0.1%
29 | CN(C)CCCNC(NC(=O)c1cccs1)C(Cl)(Cl)Cl (configuration not stated) | 8% | -2% | -13% | 3% | 10% | -9% | i | -4% | -0.9%
30 | O=C(NCCS(=O)(=O)NCc1ccco1)c1ccccc1 | 5% | 0% | 9% | 6% | 3% | -2% | i | -9% | 3.1%
31 | Cc1ccccc1-c1nnn(CC(=O)Nc2cccc(S(N)(=O)=O)c2)n1 | 1% | -2% | -1% | -3% | -2% | -9% | i | 0% | 0.0%
32 | C[C@@H](NC(=O)[C@@H]1Cc2ccccc2CN1)C(=O)NCC1CCCO1 (some centres not stated) | -26% | 4% | -5% | -22% | 5% | · | i | -13% | 0.6%
33 | Cc1nn(C(C)C(=O)NCCCc2ccccc2)c(=O)c2cc3occc3n12 (configuration not stated) | 3% | 1% | 21% | -8% | -4% | 4% | i | -12% | -0.1%
34 | CC(C)(C)C(=O)Nc1ccccc1C(=O)OCC(=O)c1ccc2c(c1)OCCO2 | -1% | ? | -4% | 6% | 3% | -4% | i | 0% | 6.4%
35 | CCc1ccc2c(c1)C1(C(=O)N2)N2CCCC2C(C(=O)c2ccc3ccccc3c2)C12C(=O)Nc1ccccc12 (configuration not stated) | ? | ? | -21% | 10µM* | ? | ? | ? | 16µM* | 9.7%
36 | CCN(CC)c1ccc(N2C(=O)/C(=C/c3cccs3)SC2=S)cc1 | 13% | 6% | -2% | 1% | -3% | -6% | i | -4% | 0.2%

6 entries picked at random from those above:
entry | structure | Nrf2 block | MCF10A rereplic | EPAC2 antagonist | HepG2 viability | A549 viability | ATXN2 expr inh | ATXN viability | TGFb SMAD3 inh | Nrf2 activator
25 | CC(=O)Nc1ccc2nc(SCCOc3ccc(C)cc3)sc2c1 | 7% | · | · | -1% | 7% | -6% | i | -2% | 1.1%
31 | Cc1ccccc1-c1nnn(CC(=O)Nc2cccc(S(N)(=O)=O)c2)n1 | 1% | -2% | -1% | -3% | -2% | -9% | i | 0% | 0.0%
9 | CCc1ccc(NC(=O)C2CC(=O)N=C(N)S2)cc1 (configuration not stated) | 12% | -5% | 5% | 7% | -5% | 3% | i | 6% | -0.7%
20 | Cc1ccc2nc(Cl)c3cc(C(=O)NCCCN(C)Cc4ccccc4)sc3c2c1 | 1% | · | · | 13µM* | -11% | · | · | ? | 9.4%
14 | O=C(Cc1ccc(Cl)cc1)c1c[nH]c(C(=O)NCc2cccnc2)c1 | -10% | 12% | 2% | 7% | 3% | · | 2.5µM* | -28% | 0.3%
7 | COc1ccc(NC(=S)NCc2cccn2C)cc1 | 2% | -2% | 4% | -2% | 1% | 0% | i | -19% | 0.2%

New compounds follow.
entry | structure | Nrf2 block | MCF10A rereplic | EPAC2 antagonist | HepG2 viability | A549 viability | ATXN2 expr inh | ATXN viability | TGFb SMAD3 inh | Nrf2 activator
37 | O=C1c2ccccc2OC2(C=Cc3ccccc3O2)N1Cc1ccccc1 (configuration not stated) | -6% | 13µM* | -2% | 1% | -18% | -26% | i | -1% | 2.3%
38 | Cc1ccc(S(=O)(=O)N[C@H](C(=O)NCC2CCC(C(=O)O)CC2)C(C)C)cc1 (some centres not stated) | 10% | -10% | 8% | -3% | -2% | 16% | i | 2% | -0.8%
39 | CC1=C(C(=O)N2CCCC(N3CCN(c4ccccc4C)CC3)C2)OCCO1 (configuration not stated) | -11% | 9% | 7% | -1% | -1% | 5% | i | -22% | -0.4%
40 | CCOC(=O)c1c(C)n(C)c2ccc(OC(=O)c3ccc(N4C(=O)CCC4=O)cc3)cc12 | 2% | -1% | 1% | 8% | 0% | 8% | i | 6% | 0.6%
41 | OC(COc1c(F)cc(Br)cc1F)CN1CCOCC1 (configuration not stated) | 3% | -19% | -2% | 0% | 4% | · | i | 19% | 0.0%
